S3 lipid droplet: qHTS Assay for Lipid Storage Modulators in Drosophila S3 Cells. Drosophila S3 cells, BODIPY lipid droplet fluorescence, 18-24 h; cells fed with added oleic acid. lipid storage change, negative = inhibition, % at the top dose, mostly 46.1 µM; hits show Potency in µM. AID 2685. hit rate 0.64% among 320,000; active = well fitted inhibition curve with a large enough effect in the signal ratio, with a control signal flat, not every such curve was filed as active; inconclusive = small, poorly fitted or top-dose-only effect, or effect the other way, or a change in a side signal; the % refers to the signal ratio
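Drosophila S3 cells loaded with oleic acid (400 uM, as added) and compounds at several concentrations; lipid droplets imaged by 488-nm laser-scanning cytometry, 500–530 nm intensity and object ratio to cell channel. Percent activity normalized to 20 uM Triacsin C.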
S3 lipid droplet cell count max: second read-out of S3 lipid droplet, no call of its own (marks repeat the call); cell number change, %; measured here: cell count max response;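 cells counted by Cell Tracker Red CMTPX staining in the red channel; peak over a dose series mostly up to 46.1 µM; percent activity relative to internal control wells on each plate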
* = called active by the depositor; i = inactive; ? = inconclusive; . = no result given; [ ] = another dose, or the depositor's remark. % is set by controls: 0 for no effect and ±100 for the full control effect; potency is the fitted concentration of half-maximal effect.

SMILES | S3 lipid droplet | S3 lipid droplet cell count max
CCCc1nc2ccc(NC(=O)c3cccs3)cc2c(=O)n1Cc1ccc(Cl)cc1 | -0.7% | 7.9
COc1cc(/C=N/N2C(C)CCCC2C)cc(OC)c1O (stereo not given) | 15.5% | 0.2
CN1CCN(S(=O)(=O)c2cccc(C(=O)NCCOc3ccccc3)c2)CC1 | ? | .
CC(=O)Nc1ccc(NC(=O)CSc2nncn2C)cc1 | i | 10.7
Cc1occc1-c1nnc(SCC(=O)NC2CC2)n1C | 19.2% | .
Cc1ccc(C(=O)Nc2ccc(N3CCN(C(=O)c4ccco4)CC3)cc2)c(Cl)c1 | ? | .
O=C1CSC(c2ccccc2)N1CC(O)c1ccc([N+](=O)[O-])cc1 (stereo not given) | 4.8% | 14.0
O=C(COc1ccc(Cl)cc1Cl)OCn1nnc2ccccc2c1=O | ? | .
CCCC(=O)Nc1c(-c2ccccc2)c(=O)c(C)nn1-c1ccc(C)cc1 | -8.9% | 0.4
CCN1CCSc2ccc(C(=O)NCc3ccccc3F)cc21 | ? | .
CCn1cc(S(=O)(=O)Nc2cc(F)ccc2C)cn1 | ? | .
Cc1cc(C(=O)NNc2ccc(C(C)C)cc2)n(C(C)(C)C)n1 | ? | .
O=C(CN1C(=O)C2C3C=CC(C3)C2C1=O)N1CCc2ccccc2C1 (stereo not given) | ? | .
C[C@@H](C(=O)O)[C@H]1C[C@]1(C)[C@H](NC(=O)OCc1ccccc1)c1ccccc1 | -0.4% | 7.0
CCN1CCC(=NNC(=O)c2ccc(C)c([N+](=O)[O-])c2)CC1 | i | .
CCc1ccc(C(=O)NNc2ccc(F)cc2F)cc1 | ? | .
COc1ccc(C(=O)Nc2c(N)nc(SCC(=O)NCC3CCCO3)[nH]c2=O)cc1 (stereo not given) | ? | .
COc1ccc(CNC(=O)/C=C/c2ccc(OCCCF)cc2)cc1 | ? | .
CCOc1ccc(C(=O)NCC(=O)N2CCN(c3ccccc3O)CC2)cc1 | ? | .
CC(C)c1ccc(CN2CCC(Oc3ccc(C(=O)N4CCCC4)cc3)CC2)cc1 | ? | .
O=C(NC(=S)N1CCOCC1)C12CCC3CC(CC(C3)C1)C2 | ? | .
COC(=O)Nc1cccn(Cc2c(Cl)cccc2Cl)c1=O | ? | .
O=C(Nc1sc2c(c1C(=O)c1ccccc1)CCCC2)c1cccnc1 | ? | .
O=C(Nc1ccccc1F)Nc1cc(Cl)ccc1-n1cncn1 | i | -4.8
Cc1cc(C)c(NC(=O)CN2CCN(c3ccccn3)CC2)c(C)c1 | ? | .
Cc1ccc(C(=O)N/C(=C\c2cn(C)c3ccccc23)C(=O)NCCN2CCOCC2)cc1 | ? | .
COc1ccc(/C=N/N(Cc2ccccc2)c2ccccc2)cc1O | ? | .
O=C(N/N=C/c1cccnc1)c1[nH]ncc1Br | 4.4% | 21.4
COc1ccc(OC)c(CC(=O)Nc2cc(S(=O)(=O)N3CCCCC3)ccc2C)c1 | i | 1.8
Cc1nnc(SCCCN2C(=O)c3ccccc3C2=O)o1 | i | 21.5
COc1ccc(CNC(=O)C(=O)NCC2OCCN2S(=O)(=O)c2ccc(F)cc2)cc1 (stereo not given) | ? | .
Cc1cc(S(=O)(=O)NCCCN2CCOCC2)c(C)cc1Cl | ? | .
CC(C)NCC(O)COC1C2CC3CC(C2)CC1C3 (stereo not given) | -4.3% | -9.6
COCCn1nnnc1C(c1cc2cc(OC)ccc2[nH]c1=O)N1CCC(Cc2ccccc2)CC1 (stereo not given) | i | .
Cc1ccc(S(=O)(=O)N2CCSC2=Nc2ccccc2)cc1 | 0.5% | 4.9
O=C(c1ccncc1)N1CCN(S(=O)(=O)c2ccccc2Br)CC1 | -2.5% | -12.7
CCN(Cc1ccc(O)cc1)CC1CCCN(CCc2cccc(F)c2)C1 (stereo not given) | ? | .
CCN1CCCC1CNC(=O)C1c2ccccc2C(=O)N(CCOC)C1c1ccc(F)cc1 (stereo not given) | 20.9% | 0.8
Cc1cc(NC(=O)COc2ccc(C(C)(C)C)cc2)no1 | i | -4.0
O=C(c1ccco1)N1CCN(c2ncnc3c2[nH]c2ccccc23)CC1 | ? | .
COc1cccc(N=CC=C2OC(C)(C)C(C)(C)O2)c1 | -1.0% | 11.6
O=C(COC(=O)/C=C/c1ccccc1)NNC(=O)c1ccccc1F | ? | .
CCOc1ccc(OCCCC(=O)NCCOc2ccccc2OC)cc1 | i | 4.5
Cc1ccc(NC(=O)CN2CCCC2)cc1 | ? | .
O=C(CN1C(=O)c2cccc3cccc1c23)N1CCN(c2ccc(F)cc2)CC1 | ? | .
Cc1ccc(C)c(OCC(=O)Nc2ccc(S(=O)(=O)Nc3onc(C)c3C)cc2)c1 | ? | .
C=C(C)C1CCC(C)=C1CC(C)(C)/C=N\n1cnnc1 (stereo not given) | i | -4.4
O=C(CN1CCOCCOCCOCCOCC1)Nc1ccccc1 | 7.1% | 3.6
CCc1ccc[n+](-c2nc3ccccc3nc2C(=C=[N-])C#N)c1 | ? | .
CCOC(=O)c1c(C)[nH]c(C(=O)C(C)Sc2ccc(Cl)cc2)c1C (stereo not given) | ? | .

Additional results:
SMILES | S3 lipid droplet | S3 lipid droplet cell count max
CN(CCCNC(=O)C1CCN(S(=O)(=O)N2CCC3(CC2)OCCO3)CC1)Cc1ccccc1 | -0.1% | 0.4
O=C(NCCO)C1(c2ccccc2)CCCC1 | ? | .
O=C(Nc1cccc(-c2nc3ccccc3s2)c1)C1=COCCO1 | ? | .
CC1CCN(C2CC(=O)N(c3ccc(Br)cc3Br)C2=O)CC1 (stereo not given) | ? | .
O=C(CN1C(=O)CCC1=O)NC(=O)NC1CCCC1 | -2.9% | 18.4
Cc1ccc(C)c(N2N=C(C(=O)Nc3ccc(N4CCOCC4)cc3)CCC2=O)c1 | ? | .
O=c1c2ccccc2c2ccccc2c(=O)n1Cc1ccco1 | ? | .
Cc1ccc(CN2C(=O)CSC2c2ccc(F)cc2)cc1 (stereo not given) | 2.6% | 3.3
Cc1ccc(O)c([C@H](CCN(C(C)C)C(C)C)c2ccccc2)c1 | i | 0.9
COc1ccc(N(CC(=O)NCc2ccco2)S(=O)(=O)c2c(C)nn(C)c2C)cc1 | ? | .
COCC(=O)Nc1nnc(Cc2ccc(OC)cc2)s1 | 8.2% | 11.4
c1cncc(CNc2ncnc3sc4c(c23)CCCC4)c1 | 6.0% | -10.1
NS(=O)(=O)c1ccc(CCNC(=O)C(=O)NCC2OCCN2S(=O)(=O)c2cc(F)ccc2F)cc1 (stereo not given) | ? | .
COc1cc(/C=N\Nc2ccc([N+](=O)[O-])cn2)ccc1OCC(=O)O | ? | .
Cc1ccccc1N1C(=O)CC(c2c[nH]c3ccccc23)C1=O (stereo not given) | ? | .
Cc1cc(=O)[nH]n(CCO)c1=O | ? | .
O=C(O)CCn1nnc2ccccc21 | -4.3% | 6.7
COc1cccc(NC(=O)CSc2ccc(-c3sc(C)nc3C)nn2)c1 | ? | .
CC(=O)Nc1cccc(NC(=O)Nc2cccc(Cl)c2C)c1 | ? | .
CC(C)(C)c1ccc2c(c1)C(=O)c1ccccc1C2=O | ? | .
Cc1cc(-c2nc3ncccc3o2)ccc1NC(=O)CC(C)C | i | -2.1
CCOc1ccc(C(=O)NC2CCN(C(=S)Nc3ccccc3C)CC2)cc1 | ? | .
Cc1ccc(NC(=O)c2cccc(S(=O)(=O)N(C)C3CCCCC3)c2)nc1 | ? | .
CCOC(=O)c1nc(NCc2ccccc2)c2ccccc2n1 | -2.8% | .
COc1ccc(NC(=S)Nc2ccccc2Cl)cn1 | ? | .
CCC(=O)N1CCN(c2ccc(NC(=O)c3ccccc3)cc2)CC1 | -8.4% | -0.9
Cc1ccccc1CSc1nnc(NC(=O)Cc2cccs2)s1 | 18.3% | 0.9
O=C1CCC(C(=O)OCc2cc(Cl)ccc2OC(F)F)N1 (stereo not given) | ? | .
O=C(NC(=S)N1CCN(c2ccc([N+](=O)[O-])cc2Cl)CC1)c1ccco1 | -23.9% | -18.5
CCn1c(C)cc(C=C2C(=O)c3ccccc3C2=O)c1C | -18.5% | -6.5

Reformatted with two lines to a compound: entries from further up
Values in the order: S3 lipid droplet	S3 lipid droplet cell count max
Cc1ccc(NC(=O)c2cccc(S(=O)(=O)N(C)C3CCCCC3)c2)nc1
 : ?	.
CCOC(=O)c1nc(NCc2ccccc2)c2ccccc2n1
 : -2.8%	.
COc1ccc(NC(=S)Nc2ccccc2Cl)cn1
 : ?	.

The results go on:
SMILES | S3 lipid droplet | S3 lipid droplet cell count max
Cc1nnc(NC(=O)CSc2nc3ccccc3o2)s1 | -5.0% | -14.0
CSc1nnc(NC(=O)c2cccc(S(=O)(=O)N3CCOCC3)c2)s1 | -18.1% | -0.7
Cc1ccc(Oc2ccc(Cl)cc2NC(=O)c2ccc(F)cc2F)cc1 | ? | .
Cc1cc(=O)[nH]c(N2CCCC2)n1 | i | -9.9
COc1cccc(NC(=O)C(OC(=O)c2ccc([N+](=O)[O-])o2)c2ccccc2)c1 (stereo not given) | ? | .
COc1ccc(CN(C)C(=O)COC(=O)c2c(-c3ccccc3Cl)noc2C)cc1 | ? | .
CN(CC(=O)O)S(=O)(=O)c1ccc2oc3ccccc3c2c1 | ? | .
CCOC(=O)C1CCC2(CC1)C(C#N)=C(N)Oc1n[nH]c(C)c12 (stereo not given) | 5.0% | -16.5
CSc1ccc(-c2sc(Nc3ccccc3)n[n+]2-c2ccc(F)cc2)cc1 | i | -0.9
CCOc1ccc(CN2CCN(Cc3cccc4nonc34)CC2CCO)cc1 (stereo not given) | 11.4% | 4.5
CC(=O)c1cccc(NC(=O)c2cc(-c3ccc(F)cc3)on2)c1 | 12.7% | 0.1
O=C(N/C(=C/c1cccs1)C(=O)N1CCOCC1)c1ccccc1 | 3.7% | 23.3
CC(=O)N/N=C(\N)c1nonc1N | ? | .
CCCN(C(=O)C(C)Oc1cccc(Cl)c1)c1c(N)n(Cc2ccccc2)c(=O)[nH]c1=O (stereo not given) | ? | .
N#Cc1ccccc1/C=N/Nc1nc(-c2ccccc2)c2cc(Br)ccc2n1 | ? | .
Cc1ccc(S(=O)(=O)N2CCC(NC(=O)c3ccccc3)CC2)cc1 | -13.1%[9.22 µM] | 3.4
Brc1cccc(/C=N\n2cnnc2)c1 | 4.2% | -18.9
COc1ccccc1-n1nc(C)c(-c2ccccc2)c1N | ? | .
CC(C)(C)NC(=O)COC(=O)c1cc(F)c(F)cc1Cl | ? | .
Cc1ccc(NC(=O)NCc2nc3ccccc3n2C)cc1 | ? | .
COc1ccc(N2CC(C(=O)NCCc3ccc(Cl)cc3)CC2=O)cc1 (stereo not given) | ? | .
COC(=O)C1=NN[C@H](C(=O)OC(C)(C)C)[C@H]1c1ccccc1 | 14.0% | 14.8
O=C(Nc1ccc2oc(-c3ccccc3)nc2c1)c1cc(-n2cnnc2)ccc1Cl | ? | .
FC(F)(F)c1cc(N2CCOCC2)nc(-c2ccccc2)n1 | 18.4% | 0.6
Nc1ccc(O)c2c(=O)cc(-c3ccccc3Cl)oc12 | ? | .
NC(=S)N/N=C/c1coc2ccc(O)cc2c1=O | -7.8% | 4.6
O=C(c1c(F)cccc1F)N1CCCC1 | 0.8% | 7.6
O=S(=O)(Nc1nc2ccccc2nc1NCc1ccco1)c1cccs1 | i | .
Cc1c(-c2ccccc2)sc(Br)c1C(=O)N1CCOCC1 | ? | .
COc1ccc(C(CC(=O)O)NC(=O)COc2cc(C)ccc2C)cc1OC (stereo not given) | -17.4% | -34.0
C[n+]1cn(Cc2cc(Cl)ccc2OC(F)F)c2ccccc21 | ? | .
S=c1[nH]nc(-c2ccco2)n1/N=C/c1ccc(Cl)cc1 | ? | .
CCN(C(=O)CSc1nnc(Nc2ccccc2)s1)C1CCS(=O)(=O)C1 (stereo not given) | 5.5% | 8.6
CCOC(=O)N1CCN(C(=O)c2c(-c3c(Cl)cccc3Cl)noc2C)CC1 | ? | .
O=C(Oc1ccccc1)N1CCN(c2ccc(F)cc2)CC1 | -2.0% | -16.1
CCCOC(=O)c1ccc(NC(=O)C2CCCO2)cc1 (stereo not given) | -6.8% | -1.1
CCOC(=O)c1ccc(-n2[nH]c(-c3ccccc3)cc2=O)cc1 | ? | .
O=C(O)c1sccc1Oc1ccc(NS(=O)(=O)c2ccccc2)cc1 | -9.8% | -6.5
S=C(NCCCc1ccccc1)Nc1ccccc1Cl | -18.4% | -8.8
CCOc1ccc(-n2c(SCc3nc(-c4ccc(C)cc4)no3)nnc2-c2ccncc2)cc1 | ? | .
COc1ccc(OC)c(NC(=O)COc2ccc(S(=O)(=O)NC(C)C)cc2)c1 | ? | .
O=C1CC(=O)N2N=C(c3ccc([N+](=O)[O-])cc3)SC2=N1 | 12.4% | -1.4
CC(C)CSc1nc2ccccc2[nH]1 | -2.4% | -1.3
Cc1cc(N(C)C)ccc1[N+](=O)[O-] | -0.6% | .
COC(=O)c1ccc(NC(=S)NC2CCCCC2C)cc1 (stereo not given) | -6.4% | 1.1
O=C(NC(C(=O)N/N=C/c1cccc2ccccc12)c1n[nH]c(=O)c2ccccc12)c1ccccc1 (stereo not given) | ? | .
CC(C(=O)Nc1ccc2c(c1)OCCO2)N1CCN(C(=O)c2ccco2)CC1 (stereo not given) | ? | .
Clc1ccc(COc2ccccn2)cc1Cl | -12.2% | 5.3

Not all compounds are listed; the hit share may differ from the screen's.
